# Bioassay records as filed in PubChem.
# 14-3-3 Bad PPI: disrupts binding of bovine 14-3-3 zeta to phospho-Bad peptide | P63103 | TR-FRET 14-3-3zeta/Dy647-pBad peptide displacement, 1 h | inhibition, % at 21.7 µM | 0.71% of 220,000 active;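 active means inhibition above about 70%, limit read from the data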;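 further: 0% = full 14-3-3 plus peptide FRET controls and 100% = background without 14-3-3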
# Target sequence (P63103 whole entry, looked up): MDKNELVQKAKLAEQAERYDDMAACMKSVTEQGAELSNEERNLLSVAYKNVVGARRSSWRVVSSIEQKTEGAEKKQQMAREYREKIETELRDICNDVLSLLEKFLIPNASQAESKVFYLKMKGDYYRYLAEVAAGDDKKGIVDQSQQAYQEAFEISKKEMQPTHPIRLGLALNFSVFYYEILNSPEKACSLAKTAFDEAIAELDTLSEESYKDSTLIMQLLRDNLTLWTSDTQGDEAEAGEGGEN
# NPY-Y1 antag: NPY-Y1 (human) receptor antagonism; P25929; HEK293-CNG Y1 cells, membrane potential fluorescence; NPY at EC95, then isoproterenol; inhibition, % at 3.6 µM; 1% of 200,000 active; AID 1040;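 active means inhibition above the campaign mean inhibition of all tested compounds plus 3 SD, cut at about 20% in these data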;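 further: 0% = DMSO wells given NPY plus isoproterenol and 100% = isoproterenol alone without NPY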
# Target sequence (P25929 whole entry, looked up): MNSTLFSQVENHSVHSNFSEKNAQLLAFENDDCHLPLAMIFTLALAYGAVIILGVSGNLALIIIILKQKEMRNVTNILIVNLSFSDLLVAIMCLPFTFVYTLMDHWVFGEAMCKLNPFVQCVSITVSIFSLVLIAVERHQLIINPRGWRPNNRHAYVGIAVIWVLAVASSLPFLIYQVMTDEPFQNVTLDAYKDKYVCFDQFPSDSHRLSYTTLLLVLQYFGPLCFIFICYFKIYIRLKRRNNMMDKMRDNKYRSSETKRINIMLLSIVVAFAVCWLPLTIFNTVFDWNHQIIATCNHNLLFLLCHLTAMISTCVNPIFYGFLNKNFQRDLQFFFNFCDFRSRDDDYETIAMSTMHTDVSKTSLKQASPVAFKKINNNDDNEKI
#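 Material: Y1- and CNG-channel-expressing HEK293 cells / Probe or stimulus: NPY 25 nM then isoproterenol 1 µM plus Ro 20-1724 25 µM / Doses: 3.6 µM single dose, DMSO 0.4% / Schedule: compound incubation 1 h at room temperature, readout 45 min post-stimulation / Signal: membrane potential fluorescence / Benchmarks: isoproterenol-only wells as full block versus NPY-plus-isoproterenol wells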
# CHOP inhibitor: CHOP inhibition in unfolded protein response | 3.8% of 220,000 active | inhibition, % at 10 µM | CHO-K1 CHOP-promoter luciferase, tunicamycin-induced, 15-18 h | AID 2732;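 active means compounds that reduced the stress-induced luciferase reporter signal by more than about 70% of percent inhibition, limit read from the data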;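 further: 0% = tunicamycin plus vehicle and 100% = wells without tunicamycin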
# TRPN1 ag: zebrafish TRPN1 (NompC) channel agonism; activation, % at 3 µM; HEK293 zebrafish TRPN1-YFP, Fluo-8 calcium fluorescence; 100% = response to 87 µM carbachol; 0.18% of 220,000 active;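 active means activation above its plate's cutoff, the mean activation of test wells on that plate plus 3 SD, cut at about 19% in these data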;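 further: 0% = DMSO alone and 100% = 87 µM carbachol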
#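 Material: zebrafish TRPN1-YFP in HEK293 cells; Doses: single test compound dose, 3 µM nominal, 0.3% DMSO; Timing: dye loading 1 h at 37 °C, then 30 min room temperature; Technique: intracellular calcium fluorescence with Fluo-8; Benchmarks: high carbachol 87 µM, low DMSO alone.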
# EP2 antag: inhibitors of human EP2 prostaglandin E2 receptor. 0.52% of 260,000 active. C6 glioma cells expressing human EP2, cAMP TR-FRET; cells stimulated with saturating PGE2. AID 1422. P43116. inhibition, % at 25 µM;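 active means percent inhibition above 40 after rounding to a whole number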;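 further: rat C6 glioma host cells with rolipram phosphodiesterase inhibitor present; the protocol text gives 20 µM as final concentration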
# Target sequence (P43116 whole entry, looked up): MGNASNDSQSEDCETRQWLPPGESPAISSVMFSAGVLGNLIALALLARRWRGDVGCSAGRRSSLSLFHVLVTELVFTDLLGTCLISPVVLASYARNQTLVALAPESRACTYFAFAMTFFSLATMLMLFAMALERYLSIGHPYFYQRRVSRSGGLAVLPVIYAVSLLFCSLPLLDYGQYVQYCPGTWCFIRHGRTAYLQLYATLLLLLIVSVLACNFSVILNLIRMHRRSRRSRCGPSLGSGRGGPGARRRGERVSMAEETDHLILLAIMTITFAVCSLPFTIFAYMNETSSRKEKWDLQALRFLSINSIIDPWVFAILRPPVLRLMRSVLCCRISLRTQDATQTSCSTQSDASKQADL
# EP2 mod: modulators of human EP2 prostaglandin E2 receptor. EP2-expressing cells, cAMP HTRF FRET, PGE2 co-stimulation. induction, % at 25 µM. 0.83% of 260,000 active. AID 940;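 active means compounds whose cAMP rise, as percent of the full-agonist control response, exceeds 60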;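 further: rat C6 glioma line stably carrying human EP2 under a CMV promoter; the protocol text gives 20 µM as final concentration; 100% = response of wells given 1 µM PGE2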
# NPY-Y1 PAM-ag: potentiators or agonists of human neuropeptide Y receptor Y1 | P25929 | NPY-Y1 expressing cells, potentiator/agonist activation | activation, % at 3.6 µM | 0.37% of 220,000 active; in the data active means activation above about 33%, passing the limit was not always enough;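 further: cells stimulated with NPY at EC10 then isoproterenol at EC100; 0% = low agonist plus stimulus and 100% = saturating agonist plus stimulus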
# TRPML3 ag: agonists of human TRPML3 channel | 0.29% of 220,000 active | AID 1448 | activation, % at 3 µM | HEK293 TRPML3-YFP, Fluo-8 calcium fluorescence; 100% = the carbachol control signal | Q8TDD5;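 active means activation above its plate's cutoff, the mean activation of the plate's test wells plus 3 SD, cut at about 12% in these data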;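 further: 0% = DMSO only wells and 100% = carbachol wells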
#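 Test system: HEK293 cells stably carrying human TRPML3-YFP; Doses: single dose, 3 µM final nominal compound, 0.3% DMSO final; Schedule: dye loading 1 h 37 °C then 30 min ambient, 125 s read; Technique: Fluo-8 calcium fluorescence; Benchmarks: high control carbachol 87 µM, low control DMSO.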
# PPC-1+TRAIL kill: compounds killing PPC-1 cancer cells with TRAIL present (potentiator screen, no TRAIL-free arm). cell killing (% activity), % at 4 µM. 0.41% of 220,000 active. PPC-1 cells + TRAIL, ATPLite viability luminescence;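 active means cell killing above 50% in the first pass at 4 µM, then a duplicate retest at 5 µM averaging 50% or more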;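 further: plate controls were cells with TRAIL plus DMSO for no effect and medium-only wells lacking cells for full effect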
# Starred values were filed as active, the others as inactive; · = not tested or not shown; [ ] = remark or other dose. A portion of the library. The share of hits here may be higher or lower than overall.
SMILES,14-3-3 Bad PPI,NPY-Y1 antag,CHOP inhibitor,TRPN1 ag,EP2 antag,EP2 mod,NPY-Y1 PAM-ag,TRPML3 ag,PPC-1+TRAIL kill
Cn1c(Cn2c(=O)sc3ccccc32)nnc1SCC(=O)Nc1ccccc1,7,4,29,0.0,8,8,27,-0.2,13
O=C(COc1ccc(C(=S)N2CCOCC2)cc1)N1CCCC1,19,-3,-23,-0.5,4,-13,3,0.2,-15
COc1ccc(N2CC(C)Cn3c2nc2c3c(=O)[nH]c(=O)n2C)cc1 (configuration not stated),-22[fluorescence artefact?],-1,9,-1.7,8,34,1,-0.5,5
O=C(NC1CCc2ccccc21)c1cc(COc2ccc(F)cc2F)on1 (configuration not stated),-3,6,9,-1.0,0,-7,-24,-0.4,21
C=COCCNC(=O)C(=O)NC(C)C,-3[fluorescence artefact?],-1,-32,1.2,8,12,-33,0.1,4
CCC(C)NC(=O)COC(=O)c1ccccc1OCC(=O)Nc1ccc(Br)cc1 (configuration not stated),-5,-4,14,0.7,6,-9,-6,0.6,10
CCN(CC)C(=S)SC1CCCCN(C(=O)c2ccccc2)C1=O (configuration not stated),0,·,0,-0.7,10,28,-18,-0.8,21
CNC(=S)N1N=C(c2ccc(Br)cc2)CC1c1ccc(Br)cc1 (configuration not stated),-9[fluorescence artefact?],6,35,-0.9,13,7,-18,0.8,43
CCN(CC)S(=O)(=O)c1ccc(-c2nnc(SCC(C)=O)o2)cc1,-1,-3,-15,0.6,9,-20,-14,0.6,8
COc1ccc(NCC(=O)n2c(C)c(C)c3ccccc32)cc1,-6,0,12,1.3,7,4,-3,-0.7,-4
Cc1ccc(C(CC(=O)O)Nc2nc(N3CCCCC3)nc(N3CCCCC3)n2)cc1 (configuration not stated),47,-4,23,0.3,12,42,-13,0.9,-16
CCOc1ccc(C(=O)CSc2nnc3ccccn23)cc1,1,0,-13,-0.1,13,13,0,0.0,19
O=C(c1cc(-c2cccc(O)c2)on1)N1CCOCC1,0,2,-15,1.3,8,0,16,1.3,28
CCSc1ncc(Cl)c(C(=O)N(Cc2ccc(N(C)C)cc2)C2CCS(=O)(=O)C2)n1 (configuration not stated),-10,-8,33,-0.5,9,24,-32,-1.2,-10
O=C(COc1ccccc1-c1ccccc1)NN=C1CCCC1,-3,4,22,0.2,4,7,-6,0.4,24
Cc1ccc(-n2cnc(N)c2C(=O)c2cccc([N+](=O)[O-])c2)cc1,-2,·,18,2.7,11,24,6,5.9,5
CC1Oc2ccccc2C=C1/C=N/Nc1ccc(C(=O)O)cc1 (configuration not stated),-4,·,1,-0.7,10,-64,17,-0.5,-15
COc1cc(C)c(NC(=S)NCCCN2CCOCC2)cc1OC,-8,6,-17,-0.2,8,15,-4,0.8,-19
Cc1cc(-c2nn3c(C)nnc3s2)ccc1NC(=O)C(C)(C)C,·,1,·,2.0,15,·,-1,0.7,·
Cc1noc(C)c1S(=O)(=O)Nc1c(C)n(C)n(-c2ccccc2)c1=O,-11[fluorescence artefact?],-1,20,0.6,10,32,14,1.4,11
O=C(N/N=C1/CCS(=O)(=O)c2ccc(F)cc21)c1ccccn1,-9,-2,9,0.7,2,-12,28,0.3,6
CCNC(=O)COC(=O)c1ccc(NS(=O)(=O)c2ccc3c(c2)OCCO3)cc1,5,1,19,1.3,7,12,-10,0.8,14
COc1ccc(C(=O)N(CN2CCCC2=O)c2nccs2)cc1OC,-9[fluorescence artefact?],3,8,2.6,12,-7,-3,0.3,15
OC(COc1cccc2ccccc12)CN1CCN(c2ccccn2)CC1 (configuration not stated),-1,2,63,-1.1,12,-37,51*,0.6,9
COc1ccc(-c2noc(-c3ccc(Br)o3)n2)cc1OC,15[fluorescence artefact?],-2,30,-0.5,12,-18,4,-0.1,5

# Next section.
SMILES,14-3-3 Bad PPI,NPY-Y1 antag,CHOP inhibitor,TRPN1 ag,EP2 antag,EP2 mod,NPY-Y1 PAM-ag,TRPML3 ag,PPC-1+TRAIL kill
COc1ccc(Cl)cc1NC(=O)NC(C)C,0,2,12,-1.2,6,-23,7,0.0,29
CC(c1ccccc1)N1CNc2c(c(=O)n(C)c(=O)n2C)C1 (configuration not stated),-2,1,-6,0.0,10,-7,17,0.3,-3
C=CCn1c(=O)c2ccccc2n2c(SCc3cc(=O)n4ccsc4n3)nnc12,1[fluorescence artefact?],0,6,0.7,9,23,7,0.1,-8
O=C(O)Cc1ccc(NC(=O)C(c2ccccc2)c2ccccc2)cc1,-3,-2,0,-0.3,6,21,14,0.8,8
Cc1ccc(NC(=O)COC(=O)c2ccc3c(c2)OCO3)cc1S(=O)(=O)N1CCCCC1,-11[fluorescence artefact?],0,47,-0.5,3,-15,6,0.7,7
CC(C)C(OC(=O)c1oc2ccccc2c1CSC1CCCCC1)C(=O)NC(N)=O (configuration not stated),-11,5,63,1.0,10,22,9,1.1,14
O=C1c2ccccc2C(=O)N1CCc1nn[nH]n1,18,0,-27,-0.3,2,0,-4,1.0,8
COc1ccc(-c2n[nH]c(C)c2-c2cc(OC)ccc2O)cc1,4,2,40,-0.1,6,-14,-7,0.6,18
O=C(NC1(C(F)(F)F)NC(=O)N(c2ccccc2F)C1=O)c1ccncc1 (configuration not stated),-7,0,17,0.1,4,10,13,0.1,21
Cc1c(CN(C)Cc2cn(C)nc2-c2ccccc2F)[nH]c2ccccc12,-11,-1,34,-1.1,12,-53,5,-0.6,12
COc1ccc(/C=N/NC(=O)C(=O)NCC2CCCO2)cc1 (configuration not stated),4,-1,53,-1.3,1,12,-13,0.1,14
COc1ccc(C)cc1NC(=O)NNC(=O)C1CCC(C(C)(C)C)CC1 (configuration not stated),3,2,-6,-2.2,5,-4,3,0.6,2
CC12CN3CC(C)(CN(C1)C3c1ccc3ccccc3c1O)C2=O (configuration not stated),-10,-4,5,0.0,12,8,10,-0.1,15
CCCSc1nc2sc3c(c2c(=O)[nH]1)CCN(Cc1ccccc1)C3,-12,-3,19,3.3,15,-5,6,3.9,23
Cn1cnnc1SCC(=O)NNC(=O)c1ccc(Cl)cc1,0[fluorescence artefact?],2,-22,1.5,8,10,-6,-0.2,10
CCOC(=O)Cc1csc(NC(=O)Cn2c(=O)oc3ccccc32)n1,0,·,2,2.6,8,-18,-2,0.4,2
NC(=O)COC(=O)CCCSc1nc2ccccc2s1,-4,7,9,0.4,9,-22,-7,0.8,-10
CN(Cc1ccco1)C(=O)c1c[nH]c2ccc(S(=O)(=O)Nc3ccc4c(c3)OCCO4)cc2c1=O,0,2,27,1.4,6,31,-14,0.2,20
CCCCNC(=O)CSc1nc(O)c(Cc2ccc(OC)cc2)c(=O)[nH]1,-5,·,-2,0.5,6,9,-7,0.9,-3
Cc1ccc(-c2nnn(CC(=O)N(Cc3ccccc3)C(C(=O)NC3CCCC3)c3ccncc3)n2)o1 (configuration not stated),-16,-1,16,-1.0,6,26,-26,-1.2,7
O=C(NC(Cc1c[nH]c2ccccc12)C(=O)Nc1ccc(OC(F)(F)F)cc1)c1cccs1 (configuration not stated),0,-12,64,1.6,-1,-6,16,0.3,-1
O=c1[nH]c(N2CCN(Cc3ccc4c(c3)OCO4)CC2)nc2c1CCCC2,-7,2,1,-0.6,9,1,-18,-0.5,20
CN1CCc2nc(SCC(=O)Nc3ccc(Cl)cc3)c(C#N)cc2C1,-5,-3,18,-0.3,6,-12,8,-0.2,·
Cc1ccc(Cn2ccc(NC(=O)c3cc(-c4ccc(F)cc4)on3)n2)cc1,5,-1,16,-0.4,7,-2,3,0.6,28
O=C(CN1CCN(c2ccccc2)CC1)Nc1ccc(Oc2ccccc2)cc1,-3,11,67,-0.6,11,-8,-31,0.8,1

# Of the compounds above, 2 have a thiophene ring, fused or not.
SMILES,14-3-3 Bad PPI,NPY-Y1 antag,CHOP inhibitor,TRPN1 ag,EP2 antag,EP2 mod,NPY-Y1 PAM-ag,TRPML3 ag,PPC-1+TRAIL kill
CCCSc1nc2sc3c(c2c(=O)[nH]1)CCN(Cc1ccccc1)C3,-12,-3,19,3.3,15,-5,6,3.9,23
O=C(NC(Cc1c[nH]c2ccccc12)C(=O)Nc1ccc(OC(F)(F)F)cc1)c1cccs1 (configuration not stated),0,-12,64,1.6,-1,-6,16,0.3,-1

# Continuation.
SMILES,14-3-3 Bad PPI,NPY-Y1 antag,CHOP inhibitor,TRPN1 ag,EP2 antag,EP2 mod,NPY-Y1 PAM-ag,TRPML3 ag,PPC-1+TRAIL kill
CCNc1nc(Oc2ccc(=O)n(-c3ccccc3)n2)nc(N2CCOCC2)n1,-1,-1,12,-0.6,9,18,8,0.8,10
O=c1[nH]c2ccc(N/C(=N/S(=O)(=O)c3ccccc3)c3ccccc3)cc2[nH]1,16,-2,-11,-0.2,6,-4,-10,0.5,-5
CCOc1nc(Nc2ccc(F)cc2)nc(N2CCN(c3ccc(OC)cc3)CC2)n1,5,2,63,-0.8,16,20,-2,0.6,14
COc1ccc(OC)c(C2=C[N+](=O)C(C)(C)C(C)(C)N2[O-])c1,4,-6,16,1.3,14,26,-1,-0.2,-34
Oc1ccc(C(=S)N2CCN(Cc3ccccc3)CC2)cc1,-3,·,2,2.3,5,12,7,0.3,-27
Cc1cccc(N(C2C=CS(=O)(=O)C2)S(=O)(=O)c2ccccc2)c1 (configuration not stated),11,0,35,-0.5,9,29,-10,0.2,-17
COCCN(Cc1ccccc1)P(=O)(O)c1ccccc1OCC(=O)O,12[fluorescence artefact?],0,-3,1.3,11,30,-8,0.4,23
CCc1ccc(O)c(N=Cc2ccccc2O)c1,-2,-1,19,0.6,21,34,-17,-0.1,8
O=C(c1ccccc1)c1nn(-c2cccc(Cl)c2)c2nc(-c3ccccc3)cc(=O)n12,·,4,33,0.7,·,37,-14,-0.3,4
Fc1ccccc1C1CCN(Cc2nc(CC3CC3)no2)C1 (configuration not stated),2,3,4,-1.7,2,-2,26,0.7,1
Cc1[nH]c2ccccc2c1/C=N/Nc1ccc(F)cc1F,-2,0,-2,0.8,4,-58,18,-0.2,23
Cc1ccc(NC(=O)c2ccc(Cl)cc2[N+](=O)[O-])nc1,3,6,-3,1.0,6,4,-2,0.8,-7
Cc1nc(N2CCOCC2)c2oc3ccccc3c2n1,5,5,2,0.4,0,30,-8,-0.1,26
O=C(NCCCc1nc2ccccc2[nH]1)c1cccs1,-5,7,13,2.4,7,8,-18,0.7,6
O=C1/C(=N\S(=O)(=O)c2cccs2)C([n+]2ccccc2)=C([O-])c2ccccc21,-2,·,-26,1.0,7,-15,3,0.6,22
O=c1cc(CSc2nnnn2-c2ccccc2)nc(Nc2ccc(F)cc2)[nH]1,18[fluorescence artefact?],2,8,1.8,0,-32,-3,0.0,13
